Bioassay records: PubChem, Southern Research Specialized Biocontainment Screening Center
H37Rv inhibition = M. tuberculosis growth inhibition, HTS (AID 449762) | M. tuberculosis H37Rv growth inhibition, 7H9 media; higher % means a stronger effect | inhibition, % at 25 µM; hits with a dose series show IC50 in µM | 0.59% of 330,000 active; in the data active = a potency from the dose series; inconclusive = inhibition above about 70% without an active follow-up result;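 note: bacterial growth assessed after seven days of incubation; strong numbers were not always called active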
VEEV TC-83 Vero = inhibitors of VEEV TC-83 cytopathic effect, confirmation, Vero cells (AID 588727); Vero cells, VEEV TC-83 cytopathic effect inhibition; higher % means a stronger effect; inhibition, % at 20 µM; hits with a dose series show IC50 in µM; 0.13% of 350,000 active; in the data active = a potency from the dose series; inconclusive = inhibition mostly from about 14% at the one dose, without a potency; inactive = the rest, 99 in 100 with inhibition below about 12%; note: strong numbers were not always called active
M. tuberculosis = growth inhibition of non-replicating M. tuberculosis (AID 488890); Mycobacterium tuberculosis non-replicating, growth inhibition; higher % means a stronger effect; inhibition, % at 25 µM, or IC50 in µM where a hit was titrated; 0.39% of 320,000 active; in the data active = a potency from the dose series; inconclusive = inhibition mostly from about 82% at the one dose, without a potency; inactive = the rest, 99 in 100 with inhibition below about 76%;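 note: plate controls were DMSO cells for no effect and high antibiotic wells for full effect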
Salmonella PhoP GFP = PhoP regulon inhibitors, Salmonella typhi PhoP promoter GFP reporter, confirmatory (AID 1850); 0.33% of 310,000 active; inhibition, % at 50 µM; hits with a dose series show IC50 in µM; Salmonella Typhi PhoP-promoter GFP reporter, fluorescence, 4 h; higher % means a stronger effect; in the data active = a potency from the dose series; inconclusive = inhibition mostly from about 25% at the one dose, without a potency; inactive = the rest, 99 in 100 with inhibition below about 19%;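 note: 0% = induced wells with vehicle and 100% = uninduced wells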
influenza NS1A = H1N1 influenza NS1A inhibitors, functional cell based assay (AID 504329). NS1A functional cell-based assay, percent inhibition; higher % means a stronger effect. one-dose inhibition, % at 12.5 µM; IC50 in µM for titrated hits. 0.3% of 340,000 active; in the data active = a potency from the dose series; inconclusive = inhibition above about 27% without an active follow-up result; note: strong numbers were not always called active
Active calls of the source: *; i = inactive; ? = inconclusive; nt = not tested or not shown.

The opening five compounds, to show the layout:
no. | canonical_smiles | influenza NS1A | VEEV TC-83 Vero | H37Rv inhibition | Salmonella PhoP GFP | M. tuberculosis
1 | O=C(O)CC(NC(=O)c1ccccc1NC(=O)c1ccccc1)C(=O)O (stereo not drawn) | -0.2% | 1.0% | -2.3% | -12.0% | -6.7%
2 | CC(=O)Nc1ccc(C(=O)Cn2c3[n+](c4c(F)c(F)ccc42)CCCCC3)cc1 | -0.2% | 0.2% | -0.2% | 7.7% | -1.4%
3 | Cc1nn(C)cc1C(=O)c1ccccc1 | 1.1% | i | -1.7% | 9.9% | 1.5%
4 | Cc1ccc(P(=O)(CO)c2ccc(C)cc2)cc1 | 23.9% | 0.9% | 4.5% | -3.7% | 11.9%
5 | CC(=O)Nc1ccc(S(=O)(=O)NC2CC(=O)N(c3cccc(F)c3)C2)cc1 (stereo not drawn) | -13.8% | 1.3% | -4.0% | 0.3% | -11.5%

Main list, previewed entries included:
no. | canonical_smiles | influenza NS1A | VEEV TC-83 Vero | H37Rv inhibition | Salmonella PhoP GFP | M. tuberculosis
1 | O=C(O)CC(NC(=O)c1ccccc1NC(=O)c1ccccc1)C(=O)O (stereo not drawn) | -0.2% | 1.0% | -2.3% | -12.0% | -6.7%
2 | CC(=O)Nc1ccc(C(=O)Cn2c3[n+](c4c(F)c(F)ccc42)CCCCC3)cc1 | -0.2% | 0.2% | -0.2% | 7.7% | -1.4%
3 | Cc1nn(C)cc1C(=O)c1ccccc1 | 1.1% | i | -1.7% | 9.9% | 1.5%
4 | Cc1ccc(P(=O)(CO)c2ccc(C)cc2)cc1 | 23.9% | 0.9% | 4.5% | -3.7% | 11.9%
5 | CC(=O)Nc1ccc(S(=O)(=O)NC2CC(=O)N(c3cccc(F)c3)C2)cc1 (stereo not drawn) | -13.8% | 1.3% | -4.0% | 0.3% | -11.5%
6 | COC(=O)c1cc(OC)nc2c1c(=O)n(C)c(=O)n2C | 21.3% | i | -2.4% | 0.9% | -4.6%
7 | O=C(Nc1ccc2ccccc2n1)c1ccc(Cl)cc1 | 1.2% | 2.5% | 11.9% | 5.7% | 70.7%
8 | COc1cc(C(=O)N2CCCc3ccccc32)c([N+](=O)[O-])cc1OC | -1.6% | 0.4% | -3.7% | -4.8% | -4.0%
9 | C=C1SC(=Nc2c(C)cccc2Cl)N(C(=O)c2sc3ccccc3c2Cl)C12CCCCC2 | -2.6% | i | 2.1% | -21.4% | 25.9%
10 | CCc1noc(C)c1C(=O)NNC(=O)c1nn(C)c(=O)c2ccccc12 | -0.6% | 2.7% | 9.0% | nt | -6.0%
11 | CC(=O)Nc1ccc(/C=C2\Sc3ccccc3C2=O)cc1 | 3.3% | 2.4% | 4.0% | 8.2% | 13.8%
12 | CC(=O)NC12CC3CC(C1)CC(C(=O)N1CCN(S(=O)(=O)c4ccc(Cl)s4)CC1)(C3)C2 | -5.8% | 1.3% | -12.1% | -2.1% | 21.6%
13 | CCCCCCCCNC(=O)/C(C#N)=C/c1ccccc1[N+](=O)[O-] | 16.6% | 5.8% | 9.8% | 6.3% | ?
14 | O=C(COC(=O)c1cccc(Br)c1)NCc1ccco1 | -13.3% | i | 8.6% | nt | 51.0%
15 | CCOC(=O)Cc1csc(SCC(=O)N(CC(C)C)c2c(N)n(Cc3ccccc3)c(=O)[nH]c2=O)n1 | -1.5% | 2.5% | -8.1% | 2.4% | -9.6%
16 | COC(=O)c1sccc1S(=O)(=O)Nc1ccc(C)cc1 | -25.2% | 0.5% | -4.6% | -8.6% | -2.8%
17 | COc1ccc(N2C(=O)C3C(c4ccc(C(=O)O)cc4)NC(Cc4ccccc4)(C(=O)O)C3C2=O)c([N+](=O)[O-])c1 (stereo not drawn) | -2.3% | 0.3% | -2.9% | -3.0% | 9.8%
18 | CSc1nsc(/C=C/Nc2cccc(Cl)c2)c1C#N | -8.1% | 1.9% | 5.8% | -2.5% | 12.0%
19 | CCOC(=O)N1CCN(S(=O)(=O)c2cc(C)c(C)cc2C)CC1 | 5.5% | i | 0.7% | 0.7% | 2.3%
20 | COc1ccc(/C=C2\SC(=S)N(C(C(=O)O)c3ccccc3)C2=O)c(OC)c1 (stereo not drawn) | 18.6% | 1.7% | -1.2% | -1.7% | 34.2%
21 | COc1ccc(C(C)NC(=O)Cc2cccs2)cc1 (stereo not drawn) | -7.0% | i | 3.4% | 1.9% | 4.3%
22 | Cc1ccc(Nc2ccc(C(=O)N3CCCC3)cn2)c(C)c1 | 5.5% | 1.2% | -6.1% | -1.5% | 10.2%
23 | Cc1ccccc1/C(N)=N/O | -1.8% | 1.1% | -5.4% | -3.6% | -2.2%
24 | Cc1ccc(C)c(NC(=O)CSc2nnc(NC(=O)C3CC3)s2)c1 | -8.8% | 1.7% | -10.9% | -13.4% | -9.1%
25 | C(=N\NC1=Nc2cccc3cccc1c23)/c1cccnc1 | -13.9% | 8.4% | 13.4µM* | 4.4% | 53.1%
26 | Cc1cccc(C)c1NC(=O)N1CCC(c2nc3ccccc3o2)CC1 | 9.1% | 2.6% | -4.9% | 5.0% | 9.5%
27 | CCc1ccc(OCCOCC(O)CN2CCN(Cc3ccc(Cl)cc3)CC2)cc1 (stereo not drawn) | 11.4% | i | 12.3% | 2.3% | ?
28 | CCOc1ccc(C2C(C#N)=C(N)SC(N)=C2C#N)cc1OC | nt | nt | 0.4% | -5.9% | -13.6%
29 | Cc1ccc(NC(=O)C[n+]2ccccc2)cc1[N+](=O)[O-] | -0.2% | 0.7% | 40.4% | 5.4% | -0.1%
30 | O=C(COc1ccc2ccc(=O)oc2c1)Nc1ccc(N2CCOCC2)cc1 | 2.1% | 1.0% | -0.6% | 10.1% | 9.0%
31 | Cc1cc(SCC2=NNC(=O)C2)c(Cl)cc1Cl | 10.5% | 1.4% | 0.4% | -5.8% | -1.2%
32 | CCC1CCCCN1CCNC(=O)C1CCN(S(=O)(=O)c2c(C)noc2C)CC1 (stereo not drawn) | -3.6% | 0.6% | -11.8% | 2.4% | 16.6%
33 | CC1Sc2ccc(C(=O)Nc3cc(S(C)(=O)=O)ccc3Cl)cc2NC1=O (stereo not drawn) | -4.7% | 2.2% | 9.7% | nt | -17.8%
34 | COc1ccc(C(=O)Nc2c(N)nc(SCC(=O)Nc3ccc(NC(C)=O)cc3)[nH]c2=O)cc1OC | -2.2% | 3.0% | -12.2% | -8.9% | -0.6%
35 | Cc1cccc(/C(N)=N/OC(=O)c2cccc3ccccc23)c1 | -3.8% | 12.2% | -1.0% | -7.9% | 67.4%
36 | Fc1ccccc1NC(=S)N1CCN(Cc2ccc3c(c2)OCO3)CC1 | 1.0% | 0.4% | -6.8% | 2.1% | -4.5%

Whole records as entered above. Order of values: influenza NS1A, VEEV TC-83 Vero, H37Rv inhibition, Salmonella PhoP GFP, M. tuberculosis
Results for `CC1Sc2ccc(C(=O)Nc3cc(S(C)(=O)=O)ccc3Cl)cc2NC1=O` (stereo not drawn) → -4.7%, 2.2%, 9.7%, nt, -17.8%
Results for `C(=N\NC1=Nc2cccc3cccc1c23)/c1cccnc1` → -13.9%, 8.4%, 13.4µM*, 4.4%, 53.1%

(continued)
no. | canonical_smiles | influenza NS1A | VEEV TC-83 Vero | H37Rv inhibition | Salmonella PhoP GFP | M. tuberculosis
37 | CC1=N/C(=C\c2ccc3c(c2)OCO3)C(=O)N1c1ccc(C(=O)O)cc1 | 7.8% | 0.1% | 47.3% | -7.6% | -4.4%
38 | COc1ccc(N=CC=C2OC(C)(C)C(C)(C)O2)cc1OC | 0.0% | 1.6% | -8.3% | 12.2% | 14.6%
39 | CCOC(=O)N1CCN(c2c(NCCc3ccc(OC)c(OC)c3)c(=O)c2=O)CC1 | 0.5% | 1.3% | -5.0% | nt | -18.8%
40 | Cc1nc2ccc3nc(NC(=O)c4ccco4)sc3c2s1 | 23.8% | 1.3% | -6.4% | 1.2% | 5.4%
41 | CN1CCN(C2=C(Cl)C(=O)N(c3ccc(Cl)cc3)C2=O)CC1 | 5.9% | 0.2% | 53.3% | -5.7% | 24.8%
42 | CSCCC(NC(=O)c1ccc(Cl)cc1)C(=O)OCC(C)=O (stereo not drawn) | -3.7% | 0.5% | -0.7% | 15.5% | -3.6%
43 | O=C(Nc1nnc(C(F)(F)F)s1)c1ccc(Br)s1 | 3.0% | 4.2% | 14.8% | 66.3% | ?
44 | CC(C)C(Sc1nc(-c2ccccc2)cc(-c2ccccc2)c1C#N)C(=O)O (stereo not drawn) | -18.8% | 4.2% | -10.1% | -3.1% | 18.7%
45 | O=C(CNC(=O)c1ccc(F)cc1)Nc1ccccc1C(F)(F)F | 10.0% | 0.4% | 8.2% | 2.6% | 2.5%
46 | Cc1cccc(-c2noc(CCCC(=O)NC3CCCCC3)n2)c1 | 1.7% | 1.7% | 3.1% | 2.5% | 59.0%
47 | COc1ccc(OC)c(C2NC(=O)NC(C)=C2C(=O)Nc2ccc(C)cc2)c1 (stereo not drawn) | -11.3% | 0.1% | -9.7% | -4.1% | 9.4%
48 | CC1CN(c2nc(Nc3ccccc3F)nc(N)c2[N+](=O)[O-])CC(C)O1 (stereo not drawn) | -6.4% | 7.2% | 1.9% | -4.0% | 4.8%
49 | O=C(Nc1ccc(C(=O)NC2CCCCC2)cc1)c1cccnc1 | 2.9% | i | -1.3% | -29.6% | -16.1%
50 | Cc1cc(C(F)F)n2ncc(C(=O)NCc3ccccc3)c2n1 | -13.1% | 0.5% | -7.6% | 0.9% | -1.9%
51 | COc1cc(C(=O)n2nc(C)cc2C)cc(OC)c1OC | -7.8% | 1.2% | -7.2% | 0.3% | 1.6%
52 | COC(=O)c1ccc(NC(=O)CN2CCN(CC#N)CC2)cc1 | 18.5% | i | 0.2% | 1.1% | -1.4%
53 | C=CCN(C(C)=O)C1CC(=O)N(c2ccc(OCCC)cc2)C1=O (stereo not drawn) | -2.3% | 6.2% | 18.3% | 2.3% | 10.0%
54 | O=C(NCc1cccs1)c1ccc(N2CCCCC2)nc1 | -4.4% | 0.2% | -8.6% | -4.9% | 8.4%
55 | Cc1ccc2nc(SCc3ccc([N+](=O)[O-])cc3)[nH]c2c1 | 5.4% | 0.7% | ? | -3.0% | ?
56 | O=C(NC1CCCC1)c1cnc2n(c1=O)CCS2 | 7.0% | i | -4.0% | 1.6% | -3.0%
57 | Cc1ccnc(N2CCC(C(=O)NNC(=O)c3ccccc3C)CC2)n1 | -8.2% | 0.4% | -2.2% | 1.1% | -0.1%
58 | CCC[C@H]1NC(=O)[C@H](C)N(C)C(=O)C(C)(C)C(=O)C(C)NC(=O)[C@H](Cc2ccc(OC)cc2)N(C)C(=O)[C@H](C(C)C)N(C)C(=O)CNC(=O)[C@H](CC(C)C)N(C)C(=O)CNC(=O)[C@H]([C@@H](C)CC)OC(=O)[C@H]1C (stereo partly drawn) | nt | nt | 3.6% | nt | 46.6%
59 | COc1ccc(N2CC(C(=O)N3CCOCC3)CC2=O)cc1 (stereo not drawn) | -6.8% | 1.9% | -2.8% | 6.7% | -5.4%
60 | COc1ccc(-n2nc([N+](=O)[O-])c(=NCCCN3CCCC3=O)n2O)cc1 | -29.3% | i | -2.9% | 10.8% | 6.1%
61 | COCCNc1nc2nonc2nc1N1CCC(N(C)C)C1 (stereo not drawn) | 6.8% | 0.0% | 0.1% | -3.3% | 0.9%
62 | CCOc1ccc(C(=O)Nc2cccc(SC)c2)cc1 | 13.9% | 0.7% | 62.9% | -9.1% | 40.2%
63 | Cc1ccc(C(=O)N/C(=C\c2cn(C)c3ccccc23)C(=O)OCCN(C)C)cc1 | -22.9% | i | 2.6% | 4.2% | 1.2%
64 | O=C(NCC(=O)N(CCN1CCOCC1)C(C(=O)NC1CCCC1)c1cccs1)c1ccco1 (stereo not drawn) | 1.0% | 1.2% | 6.1% | -6.5% | 12.9%
65 | Cc1cc(C)cc(C(=O)Nc2ccncc2)c1 | 0.7% | 0.8% | -3.7% | 4.2% | 38.4%
66 | Cc1cccc(NC(=O)CSc2nnc(CSc3nc(C)cc(C)n3)n2Cc2ccco2)c1 | -1.7% | 6.6% | 0.7% | 0.0% | 12.8%
67 | CCN(CC)CCCN1C(=O)C(=O)/C(=C(/O)c2ccc(OC)cc2)C1c1ccco1 (stereo not drawn) | -12.3% | 1.8% | -0.2% | 3.4% | -3.3%
68 | Cc1ccc(-c2csc(=S)n2CC(=O)OCC(=O)NCc2ccco2)cc1 | -3.0% | 3.8% | -7.3% | -16.6% | 17.0%
